TMEM16A act: activators or potentiators of mouse TMEM16A chloride channel; Q8BHY3; HEK293 TMEM16A/YFP-H148Q/I152L, iodide quench fluorescence; stronger effect = lower value; B-score at 10 µM; 340,000 tested, 0.3% active;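 active means fluorescence-ratio B-score plate-corrected deviation score at least 3 library SD below zero, with starting fluorescence score within 5 deviations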;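 further: channel opened by trigger with iodide after compound preincubation; score built on the fluorescence ratio of max minus min over baseline; more negative score means more quench and so TMEM16A activation or potentiation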
Target sequence (Q8BHY3 whole entry, looked up): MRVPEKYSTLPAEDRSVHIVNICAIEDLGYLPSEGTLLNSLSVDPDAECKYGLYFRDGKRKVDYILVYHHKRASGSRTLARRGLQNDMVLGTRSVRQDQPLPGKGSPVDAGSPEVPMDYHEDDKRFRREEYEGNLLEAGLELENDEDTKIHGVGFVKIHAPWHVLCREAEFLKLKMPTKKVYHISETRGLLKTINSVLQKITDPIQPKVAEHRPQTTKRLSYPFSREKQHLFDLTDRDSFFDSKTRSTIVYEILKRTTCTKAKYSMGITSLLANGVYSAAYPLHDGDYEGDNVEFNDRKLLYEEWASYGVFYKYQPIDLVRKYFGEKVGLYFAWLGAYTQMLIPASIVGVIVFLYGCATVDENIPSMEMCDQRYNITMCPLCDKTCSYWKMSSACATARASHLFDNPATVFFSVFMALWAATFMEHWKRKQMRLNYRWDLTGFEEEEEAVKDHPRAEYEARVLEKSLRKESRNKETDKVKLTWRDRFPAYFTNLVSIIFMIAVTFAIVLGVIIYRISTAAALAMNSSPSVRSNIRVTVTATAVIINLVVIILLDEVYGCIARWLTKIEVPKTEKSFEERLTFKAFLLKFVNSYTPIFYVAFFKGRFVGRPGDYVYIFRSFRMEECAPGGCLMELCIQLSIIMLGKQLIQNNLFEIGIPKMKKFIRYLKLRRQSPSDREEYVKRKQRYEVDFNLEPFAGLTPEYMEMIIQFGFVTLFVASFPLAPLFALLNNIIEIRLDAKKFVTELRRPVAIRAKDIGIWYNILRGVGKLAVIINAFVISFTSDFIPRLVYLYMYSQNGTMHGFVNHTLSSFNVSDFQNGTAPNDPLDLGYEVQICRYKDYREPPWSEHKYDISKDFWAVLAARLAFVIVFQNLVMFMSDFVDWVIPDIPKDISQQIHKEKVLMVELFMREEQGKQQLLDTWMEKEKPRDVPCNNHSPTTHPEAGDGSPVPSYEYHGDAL
KCNK3 inh: human KCNK3 channel inhibition, primary screen | AID 602410 | 340,000 tested, 0.84% active | CHO-KCNK3 thallium flux, FluxOR fluorescence; stronger effect = lower value | B-score at 10 µM;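 active means B-score under library mean minus 4 SD, starting fluorescence ratio at most library mean plus 5 SD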;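 further: more negative B-score means stronger inhibition of thallium flux through KCNK3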
* marks the source's active call; other numbers are inactive results; i = inactive. An excerpt; count on the stated rates, not on these rows.

SMILES	TMEM16A act	KCNK3 inh
COc1cc(/C=N/N2C(=O)CSC2=S)cc(Br)c1O	i	-9.36*
CC(Sc1nnc(NC2CC2)s1)C(=O)Nc1ccc(N2CCOCC2)cc1 (stereo not drawn)	i	i
O=C1OC(c2ccccc2)(c2ccc(O)cc2)c2ccccc21 (stereo not drawn)	i	i
COc1ccc(CCC(=O)NNC(=O)c2ccccn2)cc1OC	i	i
N#Cc1ccc(OCC(=O)Nc2ccc(S(=O)(=O)N3CCOCC3)cc2)cc1	i	i
Cc1ccc(S(=O)(=O)NN=Cc2cc(Cl)ccc2O)cc1	i	i
CON(C)C(=O)CCN(C(=O)OC(C)(C)C)c1ccccc1	i	i
O=C(N/C(=C\c1ccc(-c2ccccc2)o1)C(=O)N1CCOCC1)c1ccccc1	i	i
CC(OC(=O)c1ccccc1C(=O)O)c1ccccc1 (stereo not drawn)	i	i
CC(=O)c1cccc(NC(=O)C(C)OC(=O)c2cc(C)oc2C)c1 (stereo not drawn)	i	i
COc1ccccc1N(CC(=O)Nc1ccc(Br)cc1F)S(=O)(=O)c1cccs1	i	i
O=C(C=Cc1cccc(O)c1)c1ccccc1O	i	-9.89*
CC(=O)c1ccc(N2CCN(C(=O)c3ccc(C(=O)c4ccccc4)cc3)CC2)cc1	i	i
O=C1NC(=S)NC1=Cc1ccco1	i	i
CCCCN(C(=O)c1ccc(-n2nc(C)cc2C)cc1)c1c(N)n(CCC)c(=O)[nH]c1=O	i	i
OC1COCOC1C(O)C1OCOCC1O (stereo not drawn)	i	i
O=[N+]([O-])c1cccc(Cn2cnc3c(=S)nc[nH]c32)c1	i	i
Cc1ccc(S(=O)(=O)N2CCN(C(=O)COC(=O)COc3ccc(Cl)c(C)c3)CC2)c(C)c1	i	i
Cc1cc(C)n2nc(SC(C)C(=O)N3CCCC3)nc2n1 (stereo not drawn)	i	i
C/C(=N\Nc1ccccc1)c1cccs1	i	i

Single records, from the list above. Values in the order: TMEM16A act	KCNK3 inh
Profile of `CCCCN(C(=O)c1ccc(-n2nc(C)cc2C)cc1)c1c(N)n(CCC)c(=O)[nH]c1=O` = i	i
Profile of `N#Cc1ccc(OCC(=O)Nc2ccc(S(=O)(=O)N3CCOCC3)cc2)cc1` = i	i
Profile of `CC(=O)c1cccc(NC(=O)C(C)OC(=O)c2cc(C)oc2C)c1` (stereo not drawn) = i	i

Next part
SMILES	TMEM16A act	KCNK3 inh
COc1ccc(C(=O)N2CCN(c3cccc(Cl)c3)CC2)cc1S(=O)(=O)NC1CC1	i	i
NC(N)=S	i	i
Nn1c(-c2cccc(O)c2)nnc1-c1cccc(O)c1	i	i
O=C1CC(c2ccccc2)Oc2ccccc21 (stereo not drawn)	i	i
O=C1OCCN1C(=O)[C@H]1[C@H](c2ccc(Cl)cc2)C(c2cccc(Cl)c2)=NN1c1ccc(Br)cc1	i	i
O=[N+]([O-])c1ccc(NC(c2ccccc2)c2ccc3cccnc3c2O)cc1 (stereo not drawn)	i	i
CCOc1ncnc2c1sc1nc3c(cc12)COC(C)(C)C3	i	i
CCN(CC)CCCC(C)Nc1nccc2cccc(Cl)c12 (stereo not drawn)	i	i
COc1cccc(NC(=O)CN(C)C(=O)c2ccc(NC(=O)CC3SC(N4CCCC4)=NC3=O)cc2)c1 (stereo not drawn)	i	i
O=C(NOCc1ccccc1)c1cccc([N+](=O)[O-])c1	i	i
CCOc1ccc(S(=O)(=O)Nc2ccn(C)n2)cc1	i	i
O=C1Nc2c(Cl)cc(Cl)cc2C1=O	i	i
CC(=O)C1CCC2C3CC(C)C4(O)CC(=O)CCC4(C)C3C(O)CC12C (stereo not drawn)	i	i
O=C(CC1(O)CCCCC1)OC1CCCC1	i	i
CC12C=CC(=O)C=C1CCC1C3CCC(O)(C(=O)CO)C3(C)CC(O)C12F (stereo not drawn)	i	i
CC=Cc1cc(OC)c2c(c1)C(C)C(c1ccc(O)c(OC)c1)O2 (stereo not drawn)	i	i
O=C(NOCc1ccccc1)OCc1ccccc1	i	i
COC(=O)c1ccc(NC(=O)CCCN2C(=O)NC(C)(C)C2=O)cc1	i	i
CCC1(CC)SCCNC1=O	i	i
CC(=O)Nc1ccc2c(c1)C(=Nc1ccc(C)cc1)c1ccccc1-2	i	i
CC(C)COCC1CC2(CC(C)(c3csc(N)n3)OC2=O)C(=O)O1 (stereo not drawn)	i	i
C=CCn1c(C)nnc1SCC(=O)c1c(N)n(C2CC2)c(=O)[nH]c1=O	i	i
CCN(C(=O)CSc1nnc(-c2ccc(OC)cc2)n1N)c1c(N)n(Cc2ccccc2)c(=O)[nH]c1=O	i	i
COc1cc(C(c2c(NC(=O)c3ccco3)sc(C)c2C)N2CCOCC2)cc(OC)c1OC (stereo not drawn)	i	i
O=C1C2C3C=CC(C3)C2C(=O)N1c1ncc([N+](=O)[O-])s1 (stereo not drawn)	i	i
C/C(CCc1ccc2c(c1)OCO2)=N\N=C1\NC(=O)CC(C(=O)Nc2ccc(C(=O)O)cc2)S1 (stereo not drawn)	i	i
S=C(NCc1ccco1)NCc1ccco1	i	i
CC(=O)Nc1ccc2c(c1)Cc1c-2cc(Cl)c(NC(C)=O)c1Cl	i	i
Cc1ccc(C(=O)OCC(=O)NC2CCCCC2)cc1S(=O)(=O)N1CCCCC1	i	i
CCOc1ccc(C(=O)NC2C(=O)N3C(C(=O)O)=C(COC(C)=O)CSC23)cc1OCC (stereo not drawn)	i	i
COc1cc(/C=C(\CC(=O)O)c2nc3ccccc3s2)ccc1OCC(=O)Nc1ccccc1F	i	i
CCNc1cc2c(cc1O)CCC1C2CCC2(C)C(O)CCC12 (stereo not drawn)	i	i
COc1cc(OC)c(C(=O)NNC(=O)c2ccc(NS(=O)(=O)c3cccs3)cc2)cc1OC	i	i
Nc1nc2c(c(=O)[nH]1)C(c1cccc3ccccc13)C1=C(N2)c2ccccc2C1=O (stereo not drawn)	i	i
CCOc1ccc(OCCC(=O)N(CC)CC(=O)Nc2ccccc2OC)cc1	i	i
CCN(Cc1ccncc1)Cc1c(O)ccc2ccccc12	i	i
O=C(COC(=O)c1c(F)cccc1Cl)NC1CCCCC1	i	i
COc1cc(C(=O)OCc2csc(CC(=O)Nc3cc(C)ccc3C)n2)ccc1OC(F)F	i	i
CC1(C)CCC(=NNC(N)=S)CC1	i	i
c1ccc(CCn2cccc2)nc1	i	i

3 compounds from above, arranged by molecular weight, lowest first:
SMILES	TMEM16A act	KCNK3 inh
O=C(COC(=O)c1c(F)cccc1Cl)NC1CCCCC1	i	i
CCNc1cc2c(cc1O)CCC1C2CCC2(C)C(O)CCC12 (stereo not drawn)	i	i
Nc1nc2c(c(=O)[nH]1)C(c1cccc3ccccc13)C1=C(N2)c2ccccc2C1=O (stereo not drawn)	i	i

(listing goes on)
SMILES	TMEM16A act	KCNK3 inh
CCCCn1c(N)c(N(CCC(C)C)C(=O)COC(=O)c2cccnc2OCC)c(=O)[nH]c1=O	i	i
COc1ccc(-c2nn(-c3ccccc3)cc2C(=O)N(C)CC(=O)Nc2ccccc2Br)cc1	i	i
CC1CCCN(C(=O)CNC(=O)c2sc3ccccc3c2Cl)C1 (stereo not drawn)	i	i
C=C(C)c1nc(Oc2ccccc2)nc(Oc2ccccc2)n1	i	i
CCOc1ccccc1C=C1SC(=S)N(CC)C1=O	i	-9.66*
CCc1ccc(-n2c(O)c(C=NCCN(CC)CC)c(=O)[nH]c2=O)cc1	i	i
CC1CCCCC12NC(=O)N(CC(=O)OCc1ccccc1Cl)C2=O (stereo not drawn)	i	i
CCOC(=O)c1cc2nc(OCC)nc(OCC)c2[nH]1	i	i
CCOc1ccc(NC(=O)c2ccc3c(c2)C(=O)N(Cc2ccncc2)C3=O)cc1	i	i
CCN(CC)c1ccc(NC(=O)c2ccccn2)cc1S(=O)(=O)Nc1ccccc1OC	i	i
COc1cc(C(C)=O)ccc1OCC(=O)Nc1cc(S(=O)(=O)N2CCOCC2)ccc1N1CCCC1	i	i
CCOC(=O)C(Cc1ccnc2ccccc12)=NO	i	i
CCOc1ccc(N2C(=O)C(C)CNC2=S)cc1 (stereo not drawn)	i	i
CS(=O)(=O)c1ccc(C(=O)N2CCN(C(=O)c3ccco3)CC2)cc1	i	i
O=C1NC(c2cccc3ccccc23)Nc2ccccc21 (stereo not drawn)	i	i
CCOC(=O)CNC(=O)C1(NC(=O)CNC(=O)OCc2ccccc2)CCCC1	i	i
Fc1cccc(CSc2ncnc3c2ncn3C2CCCCO2)c1 (stereo not drawn)	i	i
O=C(Cn1c(=O)ccn(Cc2ccccc2)c1=O)Nc1cccc(S(=O)(=O)N2CCOCC2)c1	i	i
CCCn1c(N)c(C(=O)CN(C)CC(=O)Nc2ccc(F)cc2)c(=O)[nH]c1=O	i	i
O=C(O)c1cc(O)ccc1O	i	i
Oc1[nH]c2ccccc2c1N=Nc1ccccc1Cl	i	i
Nc1ccc2c3c(cccc13)-c1ccccc1-2	i	i
O=C(C=Cc1ccco1)N1CCOCC1	i	i
CCc1nc(SCc2cc(=O)[nH]c3ccccc23)c2c(C)c(C)sc2n1	i	i
CN(C)S(=O)(=O)c1ccc(C(=O)N2CCN(C(=O)C3CCCO3)CC2)cc1 (stereo not drawn)	i	i
CCOCCOC(=O)c1ccc(NC(=O)c2cc3ccccc3o2)cc1	i	i
CC(C)c1ccc(/C=N/NC(=O)c2ccc(-n3cnnn3)cc2)cc1	i	i
CCN(C(=O)COC(=O)c1cccc(C)c1[N+](=O)[O-])c1c(N)n(Cc2ccccc2)c(=O)[nH]c1=O	i	i
CCN(CC(=O)Nc1c(F)cccc1F)C(=O)C1CCN(S(=O)(=O)c2ccccc2C(=O)OC)CC1	i	i
COc1ccc(C(c2c(NC(=O)c3ccco3)sc(C)c2C)N2CCOCC2)cc1 (stereo not drawn)	i	-10.8*
CC(CN1CCN(CC(C)C(=O)c2ccccc2)CC1)C(=O)c1ccccc1 (stereo not drawn)	i	i
CN(Cc1cccc(Cl)c1Cl)C(=O)c1ccccc1SCC(=O)N1CCCC1	i	i
COc1ccc(OC)c(NC(=O)/C=C/c2ccc(S(=O)(=O)N3CCOCC3)cc2)c1	i	i
CC(=O)Nc1ccc(S(=O)(=O)N(C)CC(=O)Nc2nc3ccccc3[nH]2)cc1	i	i
Clc1nc(Cl)c2ncn(-c3ccccc3)c2n1	i	i
CCOC(=O)C1=CN(Cc2cccc(F)c2)S(=O)(=O)NC1c1ccc(Br)cc1F (stereo not drawn)	i	i
O=C1C(=Cc2ccco2)CCCC1=Cc1ccco1	i	i
CCOc1ccc2nc3cc(N=Nc4ccc(N)nc4N)ccc3c(N)c2c1	i	i
COc1ccc(NC(=O)CN2CCc3ccccc3C2)cc1	i	i
CC1CN(C2CCCCC2)C(=S)NC1=O (stereo not drawn)	i	i
OC[C@H]1O[C@@](CO)(O[C@H]2O[C@H](CO)[C@@H](O)[C@H](O)[C@H]2O)[C@@H](O[C@H]2O[C@H](CO)[C@@H](O)[C@H](O)[C@H]2O)[C@@H]1O	i	i
COc1ccc(C)cc1NC(=O)c1cnc2scc(C)n2c1=O	i	i
C#CC(C)(O)C1CC(CC(=O)O)C1(C)C (stereo not drawn)	i	i
COc1cccc(CN(C)CC(=O)Nc2cccc(S(=O)(=O)N(C)c3ccccc3)c2)c1OC	i	i
CC1CCN(C(=O)CN2C(=O)NC(c3ccccc3)(c3ccccc3)C2=O)CC1	i	i
COc1ccc(NC(=O)CN(C)S(=O)(=O)c2ccc(Cl)cc2)cn1	i	i
CCSc1nsc(NC(=O)Nc2ccccc2Cl)n1	i	i
O=C(O)C1CCCCN1C(=O)c1ccc(S(=O)(=O)N2CCCC2)cc1 (stereo not drawn)	i	i
Cc1nnc2c3ccccc3c(-c3cccc4ccccc34)nn12	i	i
CC(C)Cn1c(N)c(C(=O)CSc2nnc(C3CC3)n2C2CC2)c(=O)n(C)c1=O	i	i
CN1CCN(C(=O)OCCOCCOC(=O)N2CCN(C)CC2)CC1	i	i
CC[C@]1(C(=O)OC)[C@H]2C(=O)N(Cc3ccccc3)C(=O)[C@H]2[C@H]2CN(C)C(=NCc3ccccc3)N21	i	i
Cc1nc2[nH]c(=S)[nH]c(=O)c2nc1C	i	i
O=C(COC(=O)c1cccc(Br)c1)NC(=O)NC1CCCC1	i	i
CCCCn1c(N)c(N(Cc2ccccc2OC)C(=O)CSCC(=O)Nc2ccc(C)cc2)c(=O)[nH]c1=O	i	i

Grouped by structure: those above containing a thiophene ring, fused or not.
SMILES	TMEM16A act	KCNK3 inh
COc1ccccc1N(CC(=O)Nc1ccc(Br)cc1F)S(=O)(=O)c1cccs1	i	i
C/C(=N\Nc1ccccc1)c1cccs1	i	i
CCOc1ncnc2c1sc1nc3c(cc12)COC(C)(C)C3	i	i
COc1cc(C(c2c(NC(=O)c3ccco3)sc(C)c2C)N2CCOCC2)cc(OC)c1OC (stereo not drawn)	i	i
COc1cc(OC)c(C(=O)NNC(=O)c2ccc(NS(=O)(=O)c3cccs3)cc2)cc1OC	i	i
CC1CCCN(C(=O)CNC(=O)c2sc3ccccc3c2Cl)C1 (stereo not drawn)	i	i
CCc1nc(SCc2cc(=O)[nH]c3ccccc23)c2c(C)c(C)sc2n1	i	i
COc1ccc(C(c2c(NC(=O)c3ccco3)sc(C)c2C)N2CCOCC2)cc1 (stereo not drawn)	i	-10.8*

Structures listed so far with two or more sulfur atoms, in the order listed:
SMILES	TMEM16A act	KCNK3 inh
COc1cc(/C=N/N2C(=O)CSC2=S)cc(Br)c1O	i	-9.36*
CC(Sc1nnc(NC2CC2)s1)C(=O)Nc1ccc(N2CCOCC2)cc1 (stereo not drawn)	i	i
COc1ccccc1N(CC(=O)Nc1ccc(Br)cc1F)S(=O)(=O)c1cccs1	i	i
COc1cc(OC)c(C(=O)NNC(=O)c2ccc(NS(=O)(=O)c3cccs3)cc2)cc1OC	i	i
CCOc1ccccc1C=C1SC(=S)N(CC)C1=O	i	-9.66*
CCc1nc(SCc2cc(=O)[nH]c3ccccc23)c2c(C)c(C)sc2n1	i	i
CCSc1nsc(NC(=O)Nc2ccccc2Cl)n1	i	i

High-throughput results as filed in PubChem.
